# Vif-A3F inh – inhibitors of Vif-A3F interaction | HeLa A3F-eYFP + Vif (tagged APOBEC3F with the HIV-1 protein that degrades it), YFP fluorescence increase | Potency, µM (series often up to 46.1 µM), for inactives: top-dose activity, negative = active | hit rate 0.2% among 390,000; note: potency is the fitted concentration of half-maximal effect; % of control where 0% means no effect; nearly all actives have a fitted effect of over 65% in size
#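 Fluorescence increase (Ex 488/Em 500-530) after overnight compound treatment at 37 deg C flags inhibition of Vif-driven A3F-eYFP loss in stable HeLa A3F-eYFP/Vif cells seeded overnight beforehand.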
# GRP78 ERSR act – ER stress response induction in glioma. U87-MG GRP78 promoter luciferase reporter, 16 h. Potency, µM, inactives show at the top dose activation, actives largely listed as activators. hit rate 0.02% among 420,000; note: potency is the fitted concentration of half-maximal effect; series mostly up to about 76 µM; % of control where 0% means no effect; nearly all actives have a fitted effect of over 35% in size
#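 Stably transfected U87-MG glioma cells carrying a GRP78-based luciferase sensor; 16 h compound incubation. Luminescence end-point read 10 min after Bright-Glo addition at room temperature.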
# LDHA inh – inhibitors of human lactate dehydrogenase A. hit rate 0.15% among 480,000. activity change, % (values are at about 110 or 230 µM). P00338. purified LDHA, NADH/diaphorase-resazurin fluorescence; hits give low values; in the data active = activity change below about -30%; inconclusive = mostly about -25% to -30%;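 note: plate controls were DMSO wells for no effect and wells without enzyme for full effect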
#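 Human LDH5 at 2 nM final in Tris HCl pH 7.4 with 0.06 mM NADH and 0.2 mM pyruvate, reacted 5 minutes at room temperature. Remaining NADH coupled via diaphorase/resazurin; resorufin fluorescence read at 0 and 20 minutes, normalized to enzyme-free and DMSO wells.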
# D2 ag – activates the human D2 dopamine receptor; activation, % at 2 µM; hit rate 0.53% among 340,000; HEK293 T-REx D2 cells, calcium flux agonist mode; P14416;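 active = activation over 3 SD above normal in the single-dose calcium agonist read, cut at about 30% in these data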; note: 0% is about no effect
# Target sequence (P14416 whole entry, looked up): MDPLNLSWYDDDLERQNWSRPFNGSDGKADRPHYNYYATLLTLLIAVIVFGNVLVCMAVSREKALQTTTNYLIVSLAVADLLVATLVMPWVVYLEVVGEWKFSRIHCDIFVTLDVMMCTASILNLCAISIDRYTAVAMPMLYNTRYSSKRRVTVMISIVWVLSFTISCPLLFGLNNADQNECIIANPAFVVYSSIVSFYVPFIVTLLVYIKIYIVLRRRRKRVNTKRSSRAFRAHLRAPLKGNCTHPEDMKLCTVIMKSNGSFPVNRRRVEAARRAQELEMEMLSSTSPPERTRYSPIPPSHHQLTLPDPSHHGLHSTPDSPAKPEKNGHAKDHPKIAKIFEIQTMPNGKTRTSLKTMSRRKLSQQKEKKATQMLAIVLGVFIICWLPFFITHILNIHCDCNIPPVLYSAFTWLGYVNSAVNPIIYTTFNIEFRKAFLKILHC
#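 Tetracycline-induced HEK293 T-REx cells with force-coupled D2 receptor, plated overnight at 30 C, loaded with no-wash calcium dye. After a 10 s baseline, compound was pin-added and calcium flux read kinetically for 180 s; calcium rises flagged agonists.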
# 12-LOX inh – inhibitors of human 12S-lipoxygenase ALOX12; AID 1671190; P18054; Potency, µM (titrated, usually from 108 µM), for inactives: at the top dose activity change, negative = inhibition, hits mostly inhibitors; purified 12hLO, xylenol orange hydroperoxide absorbance; hit rate 1.1% among 580,000; note: potency is the fitted concentration of half-maximal effect; % is set by controls: 0 for no effect and ±100 for the full control effect
#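 Purified human 12hLO (150 nM final) in 25 mM Hepes, 0.01% Triton X-100, pH 7.0 was preincubated 15 min at room temperature with compound. Then 40 uM arachidonic acid was added, 30 min. Hydroperoxide was read by Fe-XO absorbance ratio 573/405 nm.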
# RGS4 inh – blocks human RGS4-accelerated GTP hydrolysis; Transcreener GDP fluorescence polarization, RGS4-accelerated GTP hydrolysis; Potency, µM (series often up to 114 µM), for the others: top-dose activity change, negative = inhibition, actives largely listed as inhibitors; hit rate 0.039% among 390,000; note: potency is the fitted concentration of half-maximal effect; % is set by controls: 0 for no effect and ±100 for the full control effect; nearly all actives have a fitted effect of over 75% in size; some results filed as inactive show a strong effect at the top dose
# Target sequence (P49798 whole entry, looked up): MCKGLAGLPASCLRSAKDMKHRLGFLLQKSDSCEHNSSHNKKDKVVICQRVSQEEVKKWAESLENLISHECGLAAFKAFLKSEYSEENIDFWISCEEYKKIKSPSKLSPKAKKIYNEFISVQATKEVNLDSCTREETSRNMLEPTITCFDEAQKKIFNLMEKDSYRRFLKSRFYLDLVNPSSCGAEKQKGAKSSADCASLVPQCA
#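 MLSMR compounds (23 nl, pin-transferred) preincubated 10 min at room temperature with a 500nM (2x) first reagent, then RGS4 at 900nM (2x) plus Transcreener GDP mix added; fluorescence polarization (620/688 nm) read before and after 90 min at 30 °C.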
# Vif-APOBEC3G blk – Vif-A3G binding inhibition | Q9HC16 | HeLa A3G-eYFP + Vif (tagged APOBEC3G with the HIV-1 protein that degrades it), YFP fluorescence, overnight | Potency, µM (top dose mostly 46.1 µM), without a hit: top-dose activity, negative = active, hits mostly inhibitors | hit rate 0.076% among 410,000;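 note: potency is the fitted concentration of half-maximal effect; % is set by controls: 0 for no effect and ±100 for the full control effect; nearly all actives have a fitted effect of over 60% in size; hits raise eYFP signal because A3G escapes Vif-driven loss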
# Target sequence (Q9HC16 whole entry, looked up): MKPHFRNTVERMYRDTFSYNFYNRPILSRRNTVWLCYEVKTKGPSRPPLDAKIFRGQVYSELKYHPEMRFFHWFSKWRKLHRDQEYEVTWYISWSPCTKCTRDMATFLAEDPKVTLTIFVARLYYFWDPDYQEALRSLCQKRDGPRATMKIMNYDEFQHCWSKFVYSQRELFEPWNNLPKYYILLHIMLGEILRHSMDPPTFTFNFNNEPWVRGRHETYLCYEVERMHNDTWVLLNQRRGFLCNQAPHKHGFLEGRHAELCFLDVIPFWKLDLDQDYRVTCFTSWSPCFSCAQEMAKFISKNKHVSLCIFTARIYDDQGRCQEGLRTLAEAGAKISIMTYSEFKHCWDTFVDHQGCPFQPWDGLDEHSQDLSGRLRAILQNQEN
#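 HeLa cells stably expressing Vif and C-terminally eYFP-tagged A3G, seeded overnight at 37 deg C, then exposed to compound by pintool overnight at 37 deg C. Rise in yellow fluorescence (Ex 488/Em 500-530, Acumen) marks blocked Vif-driven A3G degradation.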
# D2 antagonist – antagonizes the human D2 dopamine receptor | HEK293 TREx D2 cells, calcium flux, dopamine EC80 | inhibition, % at 10 µM | hit rate 2% among 340,000; in the data active = inhibition above about 30%; note: 0% is about no effect
#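 Antagonism is scored as inhibition of an EC80 dopamine-evoked calcium signal in a force-coupled, tetracycline-inducible HEK293 T-REx D2 line, with compound present 180 s before agonist.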
# ERG Ets-DNA blk – ERG Ets/DNA interaction inhibition. P11308. fluorescence polarization, His-ERG Ets domain / labelled DNA. Potency, µM (highest dose often 76.9 µM), inactives show at the top dose FP activity, negative = inhibition, actives largely listed as inhibitors. hit rate 0.028% among 370,000. AID 624246; active = well fitted inhibition curve with a large enough effect in the polarisation, with a control signal flat; inconclusive = small, poorly fitted or top-dose-only effect, or effect the other way, or a change in a side signal; inactive = no such curve, though single readings can be large or run the other way; the % refers to the polarisation;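 note: polarization taken with two DNA probes labelled with fluorescein and Texas red; potency is the fitted concentration of half-maximal effect; % of control where 0% means no effect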
#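 His-tagged ERG Ets domain (1 uM in the protein solution; 300mM KCl, 50mM Tris-HCl, 1mM EDTA, 1mM DTT, pH 7.5) received compound, then a probe mix of 5 nM fluorescein-DNA and 100nM Texas-615-DNA. Fluorescence polarization was read for both dyes.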
# Active calls of the source: *; ? = inconclusive; · = not tested or not shown; & = joins results of further samples; [ ] = dose if it differs, or a comment. Unless noted, calls come from the whole dose curve; as a rule, active = well fitted curve in the direction sought with a large enough effect; inconclusive = small, poorly fitted or top-dose-only effect, or another doubt; inactive = no such curve, though single readings can be large; an effect the other way counts as inactive or inconclusive. The list is partial (hit frequency here may not be typical).
SMILES	D2 ag	ERG Ets-DNA blk	Vif-APOBEC3G blk	12-LOX inh	Vif-A3F inh	LDHA inh	D2 antagonist	RGS4 inh	GRP78 ERSR act
COc1ccccc1C(=O)NCc1nc2cccnc2n1Cc1ccc(F)cc1	0.0	-3.3%	-2.8%	-13.7%	0.3%	1.5	·	-6.1%	1.2%
COc1cc(CN2C[C@@H](CO)O[C@@H](n3cnc4c(NC5CCC5)ncnc43)C2)cc(OC)c1OC	·	·	-5.1%	-3.7%	·	-8.7	·	·	-2.7%
O=C1COc2ccc(S(=O)(=O)N3CCCCC3)cc2N1	0.2	-5.1%	-4.2%	-20.1%	-0.6%	-3.6	-10.7	3.1%	-7.5%
O=c1cc(CO)oc(CN2CCN(c3ccccc3F)CC2)c1O	8.3	10.0%	0.2%	?	-2.1%	2.4	-8.1	-23.6%	0.2%
CC(C)CC(c1nnnn1C1CCCC1)N1CCC(C(N)=O)CC1 (stereo not drawn)	-0.6	-7.4%	-10.2%	16.9%	-7.3%	-1.7	-4.4	?	-0.5%
Cc1ccc(S(=O)(=O)N2CCOCC2)cc1C(=O)Nc1cc(Cl)ccc1N1CCOCC1	1.0	13.8%	-0.3%	?	8.6%	0.4	-2.4	-10.9%	-5.0%
CCCC(=O)N(c1ccc(OCC)cc1)C1C=CS(=O)(=O)C1 (stereo not drawn)	0.9	3.6%	2.1%	13.5%	-6.5%	-8.3	3.7	29.7%	-2.0%
COc1ccc(CCC(=O)N/N=C\c2cccs2)cc1	-0.1	-3.4%	0.0%	12.5%	7.5%	-0.5	-8.5	-27.5%[56.9 µM]	-0.3%
Cc1ccc(S(=O)(=O)N2CCN(C(=O)COC(=O)c3ccc(Cl)c(S(N)(=O)=O)c3)CC2)c(C)c1	·	-9.3%	-4.7%	?	1.1%	-16.0	·	-1.5%	-0.9%
Cc1cc(C)cc(NC(=O)CSc2oc(-c3ccccc3)nc2S(=O)(=O)c2ccc(Cl)cc2)c1	-0.4	0.3%	-2.3%	-4.3%	-8.8%	-3.5	·	1.1%	-2.2%
O=C(c1ccccc1)N1CCN(CC#Cc2ccccc2)CC1	·	2.7%	-2.2%	8.3%	-5.6%	-2.3	·	29.8%	0.4%
CC1CC(C)CN(CC(=O)NNC(=O)COc2ccc(Cl)cc2)C1 (stereo not drawn)	-0.9	3.4%	3.4%	405.9%[activator]	6.9%	-6.1	7.7	25.4%	-3.7%
COCCN(C(=O)c1csnn1)C(C(=O)NC1CCCCC1)c1cccs1 (stereo not drawn)	0.5	-10.9%	2.3%	-1.5%	-3.0%	-4.1	7.9	9.9%	-1.5%
O=C1c2cc(S(=O)(=O)NCCO)ccc2-c2ccc(S(=O)(=O)NCCO)cc21	·	-19.6%	1.2%	?	-25.0%	-5.4	·	-23.9%	-4.8%
Cc1ccc(NC2=NCC(=O)N2c2ccc3c(c2)OCCO3)c(C)c1	-1.2	-4.4%	-0.1%	2.6%	·	-8.6	9.4	-19.8%	-0.7%

# More structures:
SMILES	D2 ag	ERG Ets-DNA blk	Vif-APOBEC3G blk	12-LOX inh	Vif-A3F inh	LDHA inh	D2 antagonist	RGS4 inh	GRP78 ERSR act
Cc1ccc2oc3c(c(=O)c2c1)C1(C(=O)N(C)c2ccccc21)N(CCCO)C3=O (stereo not drawn)	1.2	5.3%	1.7%	-14.0%	-3.5%	1.6	·	-40.4%	-3.4%
Cc1cc(C(=O)OCC(=O)NC(C)C)c2ccccc2n1	1.1	0.5%	5.4%	7.1%&-14.3%	-6.9%	-1.6&-3.8	-11.4	-19.9%[11.4 µM]	0.1%
Cn1c(SCc2cc(=O)[nH]c3ccccc23)nnc1-c1ccco1	0.2	-2.8%	-3.6%	-3.4%	-5.7%	-2.6	-5.9	24.0%	5.7%
N#C/C(=C/c1ccc(C(=O)O)cc1)C(=O)Nc1ccccc1	-0.2	-1.0%	1.7%	-9.5%	12.4%	-3.6	19.1	-36.4%	-3.8%
CC(C)c1ccc(NC(=S)NCCc2c[nH]c3ccccc23)cc1	0.2	0.2%	-4.1%	35.5µM*	-2.9%	-0.9	16.7	4.8%	-1.2%
CCOC(=O)c1cc(-c2ccc(C)o2)n[nH]1	-1.0	5.2%	2.5%	-0.5%	0.0%	4.4	30.4*	-21.3%	-0.7%
Cc1nnc(-c2cnn(-c3ccccc3)c2N)n1Cc1ccc(F)cc1	-0.4	-4.7%	1.8%	-19.4%	1.9%	-4.5	4.9	-11.1%	-2.5%
O=S(=O)(c1ccc(Oc2ccc(S(=O)(=O)N3CCOCC3)cc2)cc1)N1CCOCC1	0.5	-0.2%	2.4%	1.6%	0.9%	-3.2	8.3	6.2%	-3.0%
COc1ccccc1-c1nnc2sc(-c3cnccn3)nn12	0.1	5.8%	-3.3%	-14.7%&-42.6%	-2.3%	0.8&-2.9	7.0	-31.4%	-7.2%
Cc1nc2sc(-c3ccccc3)nn2c(=O)c1Br	1.4	-1.3%	-0.4%	2.9%	-1.5%	-4.9	19.0	-1.2%	-4.5%
CCC(NC(=O)c1ccccc1NC(=O)c1ccco1)C(=O)NNC(=O)c1ccc(OC)cc1 (stereo not drawn)	·	-2.9%	-0.7%	-0.6%	-11.8%	-0.7	·	-45.5%	-1.8%
Cc1ccc2nc(COc3ccccc3NC(=O)c3ccc(F)cc3)cc(=O)n2c1	0.9	-3.2%	2.5%	-7.8%	-3.2%	-2.7	·	12.6%	-3.7%
CC1CCN(C(=O)c2ccccc2NC(=O)Cc2ccccc2)CC1	0.1	-14.8%	1.6%	0.0%	2.5%	-0.4	-6.2	-3.6%	3.5%
CCC(=O)Nc1nnc(SCC(=O)Nc2cccc(Cl)c2)s1	0.1	6.7%	0.0%	3.2%	2.9%	-7.5	5.0	6.7%	-3.2%
C=CCNC(=O)c1cc(-c2ccc(Br)cc2)on1	0.2	-2.3%	3.0%	-10.9%	-5.2%	1.1	-9.2	-8.6%	0.9%

# Ordered by SMILES length (ascending): some entries from above.
SMILES	D2 ag	ERG Ets-DNA blk	Vif-APOBEC3G blk	12-LOX inh	Vif-A3F inh	LDHA inh	D2 antagonist	RGS4 inh	GRP78 ERSR act
C=CCNC(=O)c1cc(-c2ccc(Br)cc2)on1	0.2	-2.3%	3.0%	-10.9%	-5.2%	1.1	-9.2	-8.6%	0.9%
CC(C)c1ccc(NC(=S)NCCc2c[nH]c3ccccc23)cc1	0.2	0.2%	-4.1%	35.5µM*	-2.9%	-0.9	16.7	4.8%	-1.2%
Cc1ccc2nc(COc3ccccc3NC(=O)c3ccc(F)cc3)cc(=O)n2c1	0.9	-3.2%	2.5%	-7.8%	-3.2%	-2.7	·	12.6%	-3.7%

# (further entries)
SMILES	D2 ag	ERG Ets-DNA blk	Vif-APOBEC3G blk	12-LOX inh	Vif-A3F inh	LDHA inh	D2 antagonist	RGS4 inh	GRP78 ERSR act
CCOC(=O)c1c(NC(=O)CSC2=NN3CCCC(=O)N=C3S2)sc2c1CCCCC2	0.3	11.2%	-3.6%	2.7%	0.1%	0.8	-11.6	-11.2%	-2.7%
NC(=O)c1ccccc1NC(=O)COC(=O)CSCc1cccc(Cl)c1	·	-5.9%	2.6%	0.0%	3.9%	-3.4	·	24.1%	-0.5%
CCOC1=C2CN(S(=O)(=O)c3ccc(C)cc3)[C@H](c3ccccc3)C[C@@H]2N(S(=O)(=O)c2ccc(C)cc2)[C@H](c2cccs2)C1	·	·	0.5%	-13.6%	·	-9.2	·	·	-3.2%
COc1ccc2oc(C(=O)Nc3nnc(C)s3)c(C)c2c1	-0.1	3.8%	-0.9%	186.8%[activator]	-3.8%	7.9	-3.4	-38.6%	-5.3%
COC(=O)CSC1=C(C#N)C(c2ccc(F)cc2)CC(=O)N1 (stereo not drawn)	-0.7	3.3%	-7.6%	-3.2%	-4.2%	2.8	9.7	10.1%	-3.2%
COc1ccc(CCNC(=O)C(CC(C)C)NC(N)=O)cc1 (stereo not drawn)	2.6	-14.0%	0.0%	-2.5%	0.7%	-5.1	0.4	-12.5%	-0.7%
Cc1ccccc1-c1cc(=O)c2c(O)cccc2o1	-1.2	1.0%	-7.0%	-51.8%	2.4%	-1.7	1.8	-14.5%	2.2%
CCc1cccc(NC(=O)Cn2c(=O)c3cccn3c3ccccc32)c1	-0.2	3.3%	0.4%	-14.9%	6.6%	-9.1	-8.5	5.3%	-4.7%
Cn1c(SCC(=O)Nc2sccc2C(N)=O)nc2ccccc2c1=O	·	-0.2%	-6.3%	7.5%	13.5%	1.2	·	-20.1%	-2.5%
O=S(=O)(Nc1ccc(-n2cnnn2)cc1)c1ccc(Cl)s1	·	-3.2%	-2.1%	?	?	-3.1	·	-14.7%	-2.1%
NS(=O)(=O)c1cccc(NC(=O)COC(=O)c2cc(-c3ccc(Cl)cc3)nc3ccccc23)c1	0.4	17.0%	-13.0%	-27.5%	2.4%	-2.3	-4.0	-7.7%	-12.1%
CCOC(=O)C1CCN(Cc2nnc(-c3ccccc3C)o2)CC1	-0.3	-7.6%	-1.6%	-15.8%	1.5%	-1.4	-6.7	-2.0%	-2.5%
Cc1ccc(NC(=O)C(C)N2CCN(C)CC2)cc1S(=O)(=O)N1CCOCC1 (stereo not drawn)	0.4	-6.4%	0.8%	11.0%	4.6%	-3.5	1.2	21.0%	-0.3%
CCCCC(CCC(=O)Nc1ccc(C(=O)OC)cc1)C(=O)O (stereo not drawn)	0.9	5.8%	-0.9%	-2.6%	-10.3%	-9.8	14.9	14.5%	-6.0%
